PP1 inh – blocks human PP1-alpha phosphatase, a PP5 counter-screen | inhibition, % at 6.7 µM | 320,000 compounds, 0.9% hits | P62136 | purified PP1alpha, OMFP fluorescence;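 active means inhibition above the mean inhibition of all tested compounds plus 3 SD, computed separately for each screening campaign, cut at about 15% in these data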
Target sequence (P62136 whole entry, looked up): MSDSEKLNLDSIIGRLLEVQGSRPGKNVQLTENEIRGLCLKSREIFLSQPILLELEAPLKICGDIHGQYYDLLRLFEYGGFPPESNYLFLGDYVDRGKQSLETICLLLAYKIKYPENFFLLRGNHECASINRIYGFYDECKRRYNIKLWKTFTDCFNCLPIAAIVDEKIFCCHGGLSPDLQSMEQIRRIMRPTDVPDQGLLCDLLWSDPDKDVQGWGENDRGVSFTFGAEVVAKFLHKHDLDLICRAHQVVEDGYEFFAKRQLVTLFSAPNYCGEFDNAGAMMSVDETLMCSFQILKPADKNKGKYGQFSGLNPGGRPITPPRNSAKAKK
TPT1 inh – C. albicans TPT1 enzyme inhibition; recombinant caTPT1, FP RNA substrate dephosphorylation; AID 1962; inhibition, % at 5 µM; 300,000 compounds, 0.81% hits;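 active means inhibition above the mean of all tested compounds plus 3 SD, set per screening campaign, cut at about 24% in these data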;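 further: plate controls were DMSO alone for no effect and ferristatin control at 100 nM for full effect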
procasp3 activ – activators of human procaspase-3; recombinant procaspase-3 D3A, Ac-DEVD-pNA absorbance 405 nm; activation, % at 8.5 µM; 330,000 compounds, 0.11% hits; AID 463141;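 active means activation above the mean of all tested compounds plus 3 SD, cut at about 21% in these data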;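 further: 0% = DMSO alone and 100% = DMSO wells spiked with extra 5 µM PC-3 D3A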
Target sequence (P42574 whole entry D9A/D28A/D175A): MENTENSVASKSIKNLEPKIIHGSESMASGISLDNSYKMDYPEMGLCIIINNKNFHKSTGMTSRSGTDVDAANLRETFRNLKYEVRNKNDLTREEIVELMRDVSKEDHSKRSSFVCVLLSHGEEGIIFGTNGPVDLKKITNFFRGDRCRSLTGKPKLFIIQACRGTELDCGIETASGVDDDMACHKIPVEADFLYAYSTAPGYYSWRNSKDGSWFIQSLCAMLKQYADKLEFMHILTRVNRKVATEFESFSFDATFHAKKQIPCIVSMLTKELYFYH
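Technique: 405 nm absorbance of p-nitroaniline, reads at 0 and 120 min; Test system: Procaspase-3 D3A mutant; Incubation: 1 h enzyme-compound preincubation, then 2 h substrate reaction, 25 °C; Repeats: singlicate, each compound tested once; Benchmarks: low control DMSO wells, high control DMSO plus 5 µM PC-3 D3A.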
AHR activator – human AHR activation; 320,000 compounds, 2.5% hits; AHR-responsive luciferase reporter cells, luminescence; activation, % at 5 µM; P35869; AID 2796; in the data active means activation above about 47%;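 further: 0% = vehicle wells and 100% = reference agonist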
PAFAH2 inh – PAFAH2 (human) inhibition | Q99487 | recombinant PAFAH2, FP-rhodamine activity probe, fluorescence polarization | inhibition, % at 3.39 µM | 340,000 compounds, 0.99% hits;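 active means inhibition above the mean over all tested compounds plus 3 SD, cut at about 30% in these data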;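 further: inhibitors block probe labeling of enzyme so polarization drops; 0% = enzyme with DMSO and 100% = wells lacking PAFAH2 protein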
core dimer inh – HCV core protein dimerization inhibition | TR-FRET GST/Flag-core106 dimerization, 1536-well | inhibition, % at 5 µM | 300,000 compounds, 0.33% hits;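 active means inhibition above the mean of all tested compounds plus 3 SD, set per screening campaign, cut at about 45% in these data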
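Assay system – GST-tagged and Flag-tagged HCV core protein residues 1-106 · Quantity – core106 proteins, GST 13.5 nM and Flag 17 nM · Benchmarks – unlabelled core106 and no-GST-core106 wells · Read-out basis – percent inhibition of core106 dimerization signal · Detection – time-resolved FRET, ex 340 nm, em 617 and 671 nm · Schedule – 4 h at 22.5 °C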
PP5 primary – blocks human protein phosphatase 5 activity | P53041 | purified PP5c, OMFP substrate fluorescence | inhibition, % at 6.7 µM | 320,000 compounds, 0.18% hits;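 active means inhibition above the campaign's mean inhibition across all tested compounds plus 3 SD, cut at about 9.5% in these data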;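 further: 0% = DMSO only and 100% = 100 µM cantharidin control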
proCasp7 act – counter-screen for procaspase-3 activators: activators of human procaspase-7; recombinant procaspase-7, Ac-DEVD-pNA absorbance 405 nm; D23A/D198A/D206A triple mutant, cannot self-cleave; scale: DMSO 0, 5 µM enzyme 100; activation, % at 8.5 µM; 330,000 compounds, 0.093% hits; AID 463210;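 active means percent activation above the screen-wide mean plus 3 SD, cut at about 25% in these data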
Target sequence (P55210 whole entry D23A/D198A/D206A): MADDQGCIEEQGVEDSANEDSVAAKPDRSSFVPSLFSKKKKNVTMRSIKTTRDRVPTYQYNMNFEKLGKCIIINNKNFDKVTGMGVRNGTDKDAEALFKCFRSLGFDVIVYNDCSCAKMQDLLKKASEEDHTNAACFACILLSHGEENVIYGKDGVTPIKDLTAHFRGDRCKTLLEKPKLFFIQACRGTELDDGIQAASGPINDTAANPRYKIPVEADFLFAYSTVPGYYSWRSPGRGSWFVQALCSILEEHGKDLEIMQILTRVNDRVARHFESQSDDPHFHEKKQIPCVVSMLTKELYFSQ
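System: Procaspase-7 triple mutant (PC-7 D3A); measure: % activation from two-timepoint absorbance difference, scaled to controls; times: 1 h compound preincubation, 2 h substrate cleavage, 25 °C; also added: Ac-DEVD-pNA substrate, 400 µM as added; measured by: Epi-absorbance of released pNA at 405 nm, two timepoints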
CTSL1 counter – cathepsin L1 inhibition, PFM18AAP counter-screen. recombinant F. hepatica cathepsin L1, Z-Leu-Arg-MCA fluorescence. inhibition, % at 5.96 µM. 300,000 compounds, 0.49% hits. AID 1906;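 active means inhibition above the mean of all tested compounds plus 3 SD, set per screening campaign, cut at about 17% in these data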;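 further: 0% = plate median of test compound wells and 100% = 1 µM Z-Phe-Ala-diazomethylketone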
An asterisk follows results filed as active; x = no result given. Compounds were not picked by outcome. Share with any hit: about 5.6%.

The line under a structure holds: PP1 inh, TPT1 inh, procasp3 activ, AHR activator, PAFAH2 inh, core dimer inh, PP5 primary, proCasp7 act, CTSL1 counter
1	CCCNC(=O)Cn1cnc2sc(C(=O)N3CCN(c4ccc(F)cc4)CC3)c(C)c2c1=O
    3, 3, 1, -1, 4, 0, -0.3, 0, 8
2	CC1(CCc2ccc(O)cc2)NC(=O)NC1=O (stereo not given)
    -2, -4, 4, -1, 0, 0, -0.7, 11, -5
3	COc1ccc(CN2CCC(C(=O)Nc3ccc(Oc4cccnc4)cc3)CC2)c(C)c1C
    -1, 0, 6, 0, 4, -3, 0.9, 7, 0
4	COc1cc2c(cc1OC)CN(C(=S)Nc1ccccc1Cl)CC2
    -5, -2, -2, -6, -2, 0, 2.4, -12, -6
5	COc1ccc(CNS(=O)(=O)c2ccc3c(c2)C(C)(C)C(=O)N3C)cc1
    -6, 4, 0, -3, 3, -10, 1.0, -6, -1
6	COC(=O)COc1cc(OCC(=O)OC)c2c(C)c(Cl)c(=O)oc2c1
    -3, -1, 2, -1, 6, 2, -4.8, 11, 8
7	O=C(Nc1nnc(C2=COCCO2)o1)c1ccc(F)cc1
    1, 1, -4, 8, -4, -15, 3.4, -4, -6
8	CCOc1ccccc1CN1CCC(N2CCC(C(=O)NC3CC3)CC2)CC1
    -2, 3, -3, 4, -1, -2, -0.1, 0, -4
9	Cc1cc(Nc2cccc([N+](=O)[O-])c2)n2c(nc3ccccc32)c1C#N
    -7, 0, 5, 1, 7, 7, 1.3, -4, 4
10	Cc1ccc(S(=O)(=O)Nc2cccc(C(=O)N3CCN(c4ccccc4O)CC3)c2)cc1F
    -1, 1, 0, 2, 2, 10, -0.7, 8, -2
11	CC(=O)OCCN(CCOC(C)=O)c1c(C)[nH]c(=O)[nH]c1=O
    0, 1, 5, -1, -7, 3, 1.3, -5, 1
12	COc1ccc(CCNC(=O)c2sc3ccccc3c2Cl)cc1OC
    1, 0, -6, 2, -1, 4, 1.8, -2, 1
13	COc1cc(Nc2nnc(C)s2)c(Cl)cc1Cl
    6, -8, 0, 71*, 2, -3, 0.4, -6, 6
14	O=C(Nc1cccc(-c2cccc(F)c2)c1)C1CCN(C2CCOCC2)CC1
    -1, -3, 4, 4, -3, -2, 0.0, 4, 2
15	Cc1ccc(N=C(N(C)C)P(=O)(N(C)C)N(C)C)c(C)c1
    -2, -2, 2, 0, 1, 0, 1.6, 4, -4
16	COc1ccc(Cl)cc1N(CC(=O)Nc1ccc2c(c1)OCCO2)S(C)(=O)=O
    -2, -2, 9, 5, -5, 1, 3.1, -4, -3
17	Cc1ccccc1COC(=O)CCCC1=NS(=O)(=O)c2ccccc2N1
    0, -2, 17, 2, 0, -11, 1.5, 6, 0
18	Cc1cccc(C)c1Nc1nnc(SCC(=O)NCc2cccs2)s1
    0, -1, 4, 2, 9, 3, -0.4, -2, -2
19	NC(=O)CSc1oc(-c2cccs2)nc1S(=O)(=O)c1ccccc1
    10, 3, -2, 6, 15, 30, 0.2, 3, 1
20	CC(C)NC(=O)C1CC(=O)N(c2ccc(F)c(Cl)c2)C1 (stereo not given)
    -5, -2, -6, 1, -4, -4, -0.3, 5, -3
21	CCOc1ccc(/C(C)=N/NC(=O)Cn2nc([N+](=O)[O-])cc2C)cc1
    -3, 4, -1, 5, 10, -1, -0.7, 3, 3
22	COC(=O)c1ccc(COC(=O)c2ccc(S(=O)(=O)N3CCC(C)CC3)cc2)o1
    6, -7, 0, -1, 7, 9, 2.1, 10, 0
23	CCN1C(=O)N[C@@H](CCc2ccccc2)C(C(=O)OC)=C1C
    2, -1, 7, 0, 7, -2, 4.1, -5, -2
24	COc1ccc(CNC(=S)Nc2ccccc2)cc1Cl
    -5, -3, 3, 0, 1, 8, 4.4, 0, -2
25	O=C(c1cc2ccccc2o1)N1CCCC1
    1, 3, -3, 0, -3, -1, -1.5, 4, 1
26	CCn1cnc2c1c(=O)n(CC(=O)Nc1ccc(C(N)=O)cc1)c(=O)n2Cc1ccccc1
    0, -2, -4, -1, -9, -1, -0.7, 9, 0
27	CC12CCC(C(=O)NC3CCCCC3)([C@H](Br)C1=O)C2(C)C (stereo not given in full)
    0, -1, 8, 1, -4, -1, -0.4, 2, -4
28	C=CCc1cccc(CNc2nc3ccccc3n2C(C)C)c1O
    -3, 4, 0, 7, -1, -4, 3.6, -8, 1
29	Cc1nn(CC(=O)Nc2ccc(C(C)C)cc2)c(C)c1[N+](=O)[O-]
    -1, 1, 7, 2, -6, -3, 1.4, 0, 1
30	COc1ccc(-c2ccc3nnc(SCC(=O)NCC4CCCO4)n3n2)cc1 (stereo not given)
    2, 0, -10, -3, 3, 1, 0.4, 2, 1

4 entries from above, as labelled records:
#9 Cc1cc(Nc2cccc([N+](=O)[O-])c2)n2c(nc3ccccc32)c1C#N
- PP1 inh = -7
- TPT1 inh = 0
- procasp3 activ = 5
- AHR activator = 1
- PAFAH2 inh = 7
- core dimer inh = 7
- PP5 primary = 1.3
- proCasp7 act = -4
- CTSL1 counter = 4
#10 Cc1ccc(S(=O)(=O)Nc2cccc(C(=O)N3CCN(c4ccccc4O)CC3)c2)cc1F
- PP1 inh = -1
- TPT1 inh = 1
- procasp3 activ = 0
- AHR activator = 2
- PAFAH2 inh = 2
- core dimer inh = 10
- PP5 primary = -0.7
- proCasp7 act = 8
- CTSL1 counter = -2
#11 CC(=O)OCCN(CCOC(C)=O)c1c(C)[nH]c(=O)[nH]c1=O
- PP1 inh = 0
- TPT1 inh = 1
- procasp3 activ = 5
- AHR activator = -1
- PAFAH2 inh = -7
- core dimer inh = 3
- PP5 primary = 1.3
- proCasp7 act = -5
- CTSL1 counter = 1
#12 COc1ccc(CCNC(=O)c2sc3ccccc3c2Cl)cc1OC
- PP1 inh = 1
- TPT1 inh = 0
- procasp3 activ = -6
- AHR activator = 2
- PAFAH2 inh = -1
- core dimer inh = 4
- PP5 primary = 1.8
- proCasp7 act = -2
- CTSL1 counter = 1

Additional results:
The line under a structure holds: PP1 inh, TPT1 inh, procasp3 activ, AHR activator, PAFAH2 inh, core dimer inh, PP5 primary, proCasp7 act, CTSL1 counter
31	CC(C)c1[nH]nc2c1C(c1cccnc1)C(C#N)=C(N)O2 (stereo not given)
    3, -2, -3, -1, -11, 1, -1.8, 4, 3
32	Cc1nc(CN(C)Cc2nc(Cc3cccc(F)c3)no2)cs1
    -2, 2, 1, 1, 4, 3, -0.6, 13, -2
33	CCC(=O)NC(NC(=O)CC)C(Cl)Cl
    3, -2, 7, 3, -7, 3, 2.5, 2, -3
34	O=C(N/N=C/c1ccco1)c1ccn[nH]1
    2, 0, 7, 6, -9, -3, 2.5, 2, 2
35	O=C(O)C1CCCN(C(=O)NCc2ccccc2)C1 (stereo not given)
    0, -2, 0, 0, -10, -7, 0.5, 3, 4
36	CC(C)C(C)(C#N)NC(=O)CSc1nncn1-c1ccccc1 (stereo not given)
    -2, 0, -2, 1, 4, 0, 0.9, 10, 1
37	CCOc1ccc(S(=O)(=O)NCCCN2CCCC2=O)cc1
    -4, -2, -3, 0, 7, -1, 0.6, 8, 1
38	COc1ccccc1C(=O)N1CCCC(c2nc(-c3cc(OC)c(OC)c(OC)c3)no2)C1 (stereo not given)
    0, 1, 6, 0, -1, 4, 0.8, 3, -3
39	O=C(N/N=C/c1ccc2c(c1)OCO2)c1cc(-c2ccncc2)nc2ccccc12
    3, -2, 9, 42, 12, -2, 5.5, 2, -3
40	CCOC(OCC)c1cc2ccccc2cn1
    x, x, 0, 5, 0, x, x, 7, x
41	Cc1cccc(-c2cc3c(N=O)c4ccccc4c-3n[nH]2)c1
    -2, 2, -4, 127*, -30, 3, -1.5, -1, 3
42	Clc1cccc(-c2nnc(SC/C=C/c3ccccc3)n2Cc2ccco2)c1
    16*, 4, 0, 0, 2, 7, 2.3, -11, 3
43	COc1ccc(S(=O)(=O)Nc2cccc(/C=C/C(=O)O)c2)cc1
    1, -6, 3, -1, 0, -3, 0.2, 4, -3
44	COc1ccc(/C=N/N=C2\SCC(=O)N2c2c(C)n(C)n(-c3ccccc3)c2=O)cc1OC
    -1, -2, 1, 3, -1, 2, 1.0, -3, 2
45	CCn1ncc(Br)c1C(=O)Nc1sc2c(c1C(=O)OC)CCC2
    -4, 1, -4, 3, -2, 7, 1.7, -2, -1
46	N=C1C(c2ccccc2)=C(O)CN1c1ccccc1N1CCOCC1
    -1, -5, 12, 2, 4, -11, 0.0, -3, -2
47	COC(=O)C1C(O)=CC(=O)CC1C (stereo not given)
    -5, -6, 0, -1, 4, 0, 0.8, -2, 0
48	CC(C)N1C(=O)CCC1C(=O)NCc1cccs1 (stereo not given)
    -2, -2, -6, 2, 1, -3, 3.3, 2, 0
49	O=C(Nc1ccc(NC(=O)c2sc3ccccc3c2Cl)cc1Cl)c1ccco1
    20*, -3, -6, -3, -9, 19, -2.1, 10, 2
50	CC1CN(C(=O)CCC(=O)NC2CCCCC2)c2ccccc2S1 (stereo not given)
    -4, 1, 10, 0, -1, -3, -0.5, 4, -1
51	c1ccc(C2NCCn3cccc32)cc1 (stereo not given)
    -4, -1, -1, 1, 5, 5, 0.6, -8, 0
52	O=C(/C=C/c1ccc2c(c1)OCO2)Nc1c(C(=O)O)[nH]c2ccccc12
    2, -4, -5, 17, 6, -3, 1.6, -6, 1
53	COC(=O)c1ccc(/C=N/NC(=O)C2CC(=O)N(c3ccc(OC)cc3)C2)cc1 (stereo not given)
    -2, 3, 5, 14, 0, 3, 1.1, -3, 3
54	CCOc1ccc(CCNC(=O)CCNC(=O)c2ccccc2Cl)cc1OCC
    -1, -1, 2, -3, 1, -7, 1.9, 11, -13
55	COc1cc(OC)c(OC)cc1/C=N/Nc1ncnc2c1[nH]c1ccccc12
    4, 2, 0, 36, 0, -12, 0.7, -5, 0
56	Cc1cc(/C(N)=N/OC(=O)Nc2cccc(C(F)(F)F)c2)no1
    -2, 1, -4, 5, x, 3, -2.4, -3, 5
57	COc1ccc(N2CCN(c3nc4c(c(=O)[nH]c(=O)n4C)n3Cc3cccc(C)c3)CC2)cc1
    1, -1, -4, 2, 0, 14, 2.6, 7, -1
58	Cc1ccccc1NC(=O)Cn1nnc(-c2ccc(N3CCOCC3)cc2)n1
    5, 0, 3, 6, -4, 1, 4.1, 1, 3
59	COCC(C)n1c(C)cc(C(=O)CN2C(=O)NC3(CCCCC3C)C2=O)c1C (stereo not given)
    -3, -3, -5, 6, 0, -6, 3.6, 3, -2
